ERAP1 inh = blocks human ERAP1 aminopeptidase activity; Q9NZ08; recombinant ERAP1, Leu-AMC fluorescence, 60 min; inhibition, % at 10.7 µM; 0.15% of 340,000 active; AID 652197;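 active means mean replicate inhibition of at least 30%, or all replicates individually reaching that 30% level; inactive means mean below 30% and not every replicate reaching it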;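 further: 0% = neutral control wells and 100% = L-leucinethiol positive control wells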
RAD52 inh = inhibitors of human RAD52 DNA annealing; P43351; recombinant RAD52 DNA annealing, FRET fluorescence; inhibition, % at 18.7 µM; 0.46% of 360,000 active; AID 651710;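 active means every replicate showing at least 50% inhibition; inconclusive means mean inhibition at least 50% but not in every replicate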
Target sequence (P43351 whole entry, looked up): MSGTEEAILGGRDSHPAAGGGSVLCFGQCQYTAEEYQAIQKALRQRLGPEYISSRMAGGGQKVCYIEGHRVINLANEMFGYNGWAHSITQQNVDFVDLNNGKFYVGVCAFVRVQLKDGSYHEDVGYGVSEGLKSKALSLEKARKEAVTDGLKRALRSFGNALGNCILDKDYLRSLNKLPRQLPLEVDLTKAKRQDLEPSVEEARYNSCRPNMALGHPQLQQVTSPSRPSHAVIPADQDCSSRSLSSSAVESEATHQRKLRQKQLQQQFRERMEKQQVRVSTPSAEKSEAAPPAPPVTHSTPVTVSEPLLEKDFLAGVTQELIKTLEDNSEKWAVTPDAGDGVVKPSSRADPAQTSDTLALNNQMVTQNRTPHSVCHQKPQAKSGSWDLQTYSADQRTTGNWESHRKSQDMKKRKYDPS
E-selectin induc = E-selectin induction on HUVECs. P16581. HUVEC E-selectin immunofluorescence imaging; normalized: neutral wells 0, TNF-alpha wells 100. activation, % at 7.58 µM. 0.37% of 260,000 active;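 active means mean E-selectin-positive cell signal at least 10% of the positive control, reached in at least 60% of replicates, without over 20% cell loss; inconclusive means no rule given, readout overlaps actives, possibly toxicity-flagged; inactive means the rest, including those meeting only one limit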;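 further: in these data hits start at about 27%; measured in HUVEC primary endothelial cells; signal is the percent of cells scored E-selectin positive by PE staining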
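System: HUVEC, human umbilical vein endothelial cells; quantity: 3,000 cells/well; buffer or medium: EGM-2 medium, gelatin-coated wells; dosing: single-point compound dose; detection: immunofluorescence imaging; evaluation: % PE-positive cells; benchmarks: TNF-alpha, DMSO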
XiGFP reactiv = X-chromosome reactivation activator; XiGFP mouse fibroblasts, % GFP-positive cells imaging, 3 d; cells co-treated with 5-aza-dC sensitizer; scaled so ellipticine positive control = 100%; activation, % at 7.58 µM; 0.055% of 360,000 active;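 active means mean normalized replicate activation at least 10% and every replicate at or above 10%; inconclusive means only one of the two criteria met; inactive means mean below 10% and not all replicates reach 10%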;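 further: 0% = median of on-plate neutral control wells and 100% = ellipticine 6 µM median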
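System: SV40-immortalized XiGFP fibroblast cells, line 68-5-11 / Incubation: 3-day compound exposure, then 15 min fixation at room temperature / Compound: single concentration per compound, delivered by pin transfer / Buffer or medium: DMEM plus 5-aza-dC sensitizer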
esBAF inh = SWI/SNF esBAF complex inhibition. mouse ES cells, Bmi1-luciferase knock-in reporter, 24 h; 100% = twice the neutral-well signal. 2% of 350,000 active. reporter increase, % at 12.5 µM. AID 602393; in the data active means activation above about 40%; inconclusive means no clear call, values can overlap the other calls;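 further: 0% = median of the plate's neutral control wells and 100% = double that signal; a rise in the Bmi1 reporter signal indicates esBAF inhibition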
ERp5 inh = ERp5 (human) disulfide isomerase inhibition; Q15084; AID 651711; ERp5 insulin aggregation, absorbance 650 nm, 90 min; inhibition, % at 9.99 µM; 0.05% of 350,000 active;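 active means mean replicate inhibition above about 25%, with every replicate also reaching it, limit read from the data, passing the limit was not always enough; inconclusive means only one of those two criteria met; inactive means neither criterion met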
Target sequence (Q15084 whole entry, looked up): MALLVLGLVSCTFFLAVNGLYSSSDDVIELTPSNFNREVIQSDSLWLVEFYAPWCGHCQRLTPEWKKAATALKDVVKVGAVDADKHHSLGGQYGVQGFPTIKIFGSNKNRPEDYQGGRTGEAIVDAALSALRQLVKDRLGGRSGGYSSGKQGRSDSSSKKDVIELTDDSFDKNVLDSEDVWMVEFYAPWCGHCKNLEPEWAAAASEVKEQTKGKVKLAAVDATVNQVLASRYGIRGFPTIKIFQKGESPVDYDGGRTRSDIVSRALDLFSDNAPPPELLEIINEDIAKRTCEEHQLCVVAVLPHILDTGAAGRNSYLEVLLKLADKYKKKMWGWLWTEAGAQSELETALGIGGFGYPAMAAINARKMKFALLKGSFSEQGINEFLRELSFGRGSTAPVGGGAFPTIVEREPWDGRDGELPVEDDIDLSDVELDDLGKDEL
RAD54 branch = inhibitors of human RAD54 branch migration | Q92698 | RAD54 Holliday junction branch migration, FAM/BHQ fluorescence | inhibition, % at 10.4 µM | 0.14% of 360,000 active | AID 602329;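 active means mean normalized replicate activity at least 40 and at least half of replicates scoring 40 or more; inconclusive means only one of the two criteria met; inactive means mean below 40 and under half of replicates reaching 40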;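 further: 0% = median of neutral control wells and 100% = median of positive control wells; inhibitors cause a drop in the FAM fluorescence signal; in these data hits start at about 50%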
S100A4 inh HTS = inhibitors of human S100A4 binding to myosin IIA peptide. P26447. S100A4/TAMRA-MyoIIA peptide fluorescence polarization. inhibition, % at 10.7 µM. 0.14% of 360,000 active. AID 652163;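 active means mean inhibition of at least 70% across replicates, with every replicate also reaching that level; inconclusive means mean inhibition reaches 70% but some replicates fall short; inactive means mean inhibition below 70%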
Target sequence (P26447 whole entry, looked up): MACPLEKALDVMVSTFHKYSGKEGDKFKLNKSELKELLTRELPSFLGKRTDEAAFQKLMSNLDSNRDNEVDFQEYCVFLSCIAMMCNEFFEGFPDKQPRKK
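System – human S100A4 monomer protein, biochemical binding assay · Buffer or medium – Calcium-containing HEPES buffer, pH 7.2 · Timing – 5 min between mix addition and reading · Also added – TAMRA-labelled myosin IIA heavy-chain peptide probe, 5 nM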
Starred values were filed as active, the others as inactive; ? = inconclusive; / = not tested or not shown; & = joins results of further samples; ! = not active in a repeat.

compound	ERAP1 inh	RAD52 inh	E-selectin induc	XiGFP reactiv	esBAF inh	ERp5 inh	RAD54 branch	S100A4 inh HTS
CC1(C)NC(=O)N(CCCCOc2ccc(Cl)cc2C=O)C1=O	0	-6	3.7	0.2	-7	5	-18	0
COc1cc(O)c2c(c1)oc(=O)c1c3cc(O)c(O)cc3oc21	2	77*	/	/	/	3	/	0
CC1CC1C(=O)OCC(=O)Nc1ccc(Cl)cn1 (configuration not stated)	-4	-22	0.2	0.0	-3	3	1	0
O=C(COC(=O)c1cc2ccccc2cc1O)NC1CCCCC1	1	-1	-0.1	-0.1	1	7	4	0
C[C@@H]1CN([C@@H](C)CO)C(=O)c2cccc(NS(=O)(=O)c3ccc(Cl)cc3)c2O[C@@H]1CN(C)C(=O)Nc1cccc2ccccc12	2	5	/	/	2	-3	-1	-3
O=C(CCn1cnnn1)Nc1ccccc1	6	-13	0.2	0.1	0	-8	9	2
Nc1ncnc2c1cnn2C1CC(O)C(CO)O1 (configuration not stated)	0	-11	-0.1	1.7	-5	4	-2	4
CCOC(=O)C1CCCN(C(=O)c2ccccc2NS(=O)(=O)c2ccc(F)cc2)C1 (configuration not stated)	0	-9	0.0	0.3	-5	6	-3	-6
C[C@H]1CCCCO[C@H](CN(C)C(=O)C2CCCCC2)[C@@H](C)CN([C@@H](C)CO)C(=O)c2cc(NC(=O)c3ccccc3)ccc2O1	1	-3	-0.1	0.2	12	2	6	-10
Cc1nnc(SCC(=O)c2cc(C)n(-c3ccc4c(c3)OCO4)c2C)s1	0	-25	/	/	70*	-3	6	0
Cc1c(C(=O)NCCCN2CCOCC2)sc2nc(-c3ccccc3)cn12	3	8	-0.2	-0.2	/	0	/	-1
O=C(NCCCn1ccnc1)c1ccc2ccccc2c1	-1	-10	0.2	0.0	/	0	-7	6
CCC(C)NC(=O)Nc1ccc(Br)cc1 (configuration not stated)	-3	-12	/	0.1	/	-11	/	0
CC(C)NC(=O)NCC[C@H]1CC[C@H](NC(=O)CN(C)C)[C@H](CO)O1	3	-2	0.2	-0.1	-7	-2	3	3
COc1ccccc1CNC(=O)C[C@@H]1CC[C@@H]2[C@H](COC[C@@H](O)CN2C(=O)Nc2ccc(F)cc2)O1	/	/	0.0	0.2	13	/	7	/
O=C1N[C@H](Cc2ccccc2)COC(=O)[C@H](Cc2ccc(F)cc2)CC/C=C/C[C@@H]1CC(=O)N(CCO)Cc1ccccc1	20	-6	0.5	0.1	13	-1	1	-2
O=C(NNC(=O)c1ccccc1O)c1ccc(Br)cc1	-1	-11	/	0.5	31	-5	-9	10
O=C(C[C@@H]1C=C[C@@H](NC(=O)CCN2CCCCC2)[C@H](CO)O1)NCc1ccc(Cl)c(Cl)c1	2	-5	-0.2	0.0	3	0	3	5
O=C(OCC(=O)N1CCN(C(=O)COC(=O)c2ccc(O)cc2O)CC1)c1ccc(O)cc1O	0	-5	-1.3	0.1	/	-3	-8	4
O=C(NCc1ccccc1Cl)C1CCN(S(=O)(=O)c2cccc3nonc23)CC1	-1	-16	/	0.3	7	-8	-9	-2
C[C@H](NC(=O)c1ccco1)C(=O)NCc1cccs1	-3	-6	/	0.2	-3	-3	2	15
COc1ccc(C(C)=O)cc1COC(=O)c1ccc2ccccc2n1	2	-17	/	0.0	-9	1	8	-1
CC(C)OC(=O)c1ccccc1C(=O)c1ccc(N)c([N+](=O)[O-])c1	-1	8	/	0.0	/	0	/	1
Cc1ccc(F)c(S(=O)(=O)NC(=O)C2(C)CCN2C(=O)Cc2ccc(C(C)(C)C)cc2)c1 (configuration not stated)	0	-3	-0.1	0.0	2	0	-5	-2
C[C@H](CO)N1C[C@H](C)[C@@H](CN(C)S(=O)(=O)c2ccc(F)cc2)Oc2c(NC(=O)c3ccc(-c4nccs4)cc3)cccc2C1=O	3	20	-1.0	-0.5	-7	-3	-1	1
O=C(OCc1ccc(F)cc1)c1cc2ccccc2cc1O	0	2	/	0.0	3	0	4	1
COc1ccc(N2CCN(CCNC(=O)Nc3ccc(Cl)cc3)CC2)cc1	0	-12	/	/	-1	-2	-1	3
Cc1ccccc1Nc1c(-c2ccc(N3CCOCC3)cc2)nc2cnccn12	/	0	-0.1	-0.2	56*	3	0	-2
CCS(=O)(=O)N1Cc2ccccc2CC1C(=O)Nc1nnc(SCc2ccc(C#N)cc2)s1 (configuration not stated)	-2	-40	/	0.0	/	-5	/	-2
Cc1cccc(NC(=S)NC2CCCC2)n1	2	-2	-0.9	-0.6	/	-5	/	0
COC(=O)COc1cccc2c(=O)n(CC(=O)NCc3ccccc3)ccc12	8	-12	/	0.0	/	7	/	-13
Cc1ccc(-c2ccc(C3[C@@H]4CN(Cc5cccc(F)c5)C[C@H]3N4)cc2)cc1 (some centres not stated)	-1&-3	54*	1.0	-0.1	/	2&-2	/	0&22
C[C@H]1CN([C@@H](C)CO)C(=O)Cc2cc(NS(=O)(=O)c3ccccc3)ccc2O[C@@H]1CN(C)Cc1ccc(-c2ccccc2)cc1	-3	-11	-0.2	-0.6	1	0	-5	-1
Cc1cc(N2C(=O)C3C4CCC(C4)C3C2=O)no1 (configuration not stated)	0	-16	/	0.0	/	-2	/	-2
O=C(Sc1ccc(Cl)cc1)c1ccccn1	6	-11	/	0.2	/	5	/	1
Cc1noc(C)c1S(=O)(=O)Nc1ccc2c(c1)CC(=O)N([C@H](C)CO)C[C@H](C)[C@H](CN(C)Cc1ccc(C(=O)Nc3ccccc3N)cc1)O2	-1	-15	/	1.0	/	15	/	5
COc1ccc(NC(=O)CC2C(=O)N(c3ccc(OC)cc3)C(=O)N2CCc2cccs2)cc1 (configuration not stated)	2	0	2.3	0.2	3	0	-2	13
CCN1CCN(c2ccc(S(=O)(=O)N3CCOCC3)cc2NC(=O)CCSC)CC1	0	4	-1.3	0.0	-1	1	-8	2
COc1ccc(S(=O)(=O)N(C)C[C@H]2Oc3c(NC(=O)NC(C)C)cccc3C(=O)N([C@@H](C)CO)C[C@H]2C)cc1	-2	-5	-1.1	-1.3	-1	0	-4	8
C[C@H](CO)N1C[C@H](C)[C@H](CN(C)S(=O)(=O)c2cccs2)Oc2ccc(NS(C)(=O)=O)cc2C1=O	2	6	0.2	-0.2	-2	2	5	-2
CC(C)Oc1ccc(CCC(=O)NNC(=S)NCc2ccccc2)cc1	-3	-13	-0.2	0.2	-1	0	-30	-4
C[C@@H]1CCCCO[C@H](CN(C)S(=O)(=O)c2ccccc2)[C@H](C)CN([C@H](C)CO)C(=O)c2cc(N(C)C)ccc2O1	-1	-1	0.0	0.0	4	1	-4	-17
COc1ccc(-c2csc(NC(=O)CSCC(=O)Nc3cc(C)on3)n2)cc1	0	-14	/	0.2	17	15	-2	-2
CCOC(=O)[C@H]1[C@H]2COc3ccc(Cl)cc3[C@@H]2N2C(=O)c3cc(F)c(F)cc3NC(=O)[C@@]12C	-2	-19	0.0	0.0	3	5	10	1
O=C(C[C@H]1CC[C@@H]2[C@H](COC[C@H](O)CN2Cc2ccc(Cl)cc2)O1)Nc1nccs1	3	14	0.1	0.1	-1	4	-7	1
Cn1c(/C(C#N)=C(\O)c2ccc(Cl)s2)nc2ccccc21	0	-15	/	0.0	70*	-2	-15	3
CCCCc1c(-c2cccc(Cl)c2)ncn1CCc1ccccc1OC	-2	29	-0.2	-0.1	/	-2	/	-5
COc1ccc(C2Nc3ccccc3NC3=C2C(=O)CC(C)(C)C3)c(OC)c1OC (configuration not stated)	1	-20	0.0	0.0	-2	1	-18	5
COC(=O)/C=C\C(=O)Nc1cccc([N+](=O)[O-])c1	34*	1	-0.1	0.7	/	-2	/	-1
O=C(C1CC(=O)N(C2CCCC2)C1)N1CCC(Cc2ccccc2)CC1 (configuration not stated)	4	-3	/	/	-6	2	0	2
CON(C)S(=O)(=O)c1cccc(C(=O)Oc2ccc(N(C)S(=O)(=O)c3ccccc3)cc2)c1	-3	-16	0.0	0.1	1	1	-10	-2
COc1cc2c(cc1OC)CN(C(=O)COc1ccccc1C#N)CC2	2	-3	-0.3	0.0	23	0	1	6
Clc1ccc(-c2cn3c(n2)SCC3)cc1	8	-1	/	0.0	56*	-5	/	8
S=C(NCCc1ccccc1)N1CCOCC1	2	-4	-0.1	0.0	5	-5	-1	-2
CCCCCCCCN1C(=O)[C@H](CC(=O)NCCCOCCCC)C[C@@]2(C(=O)OC)CC(C)(C)CC=C12	-3	-6	-0.2	0.3	/	1	/	-9
Clc1ccc(CN2CCN(c3ncc(Cc4ccccc4)cn3)CC2)cc1	0	-7	-0.2	-0.1	/	-2	/	3

Other records
compound	ERAP1 inh	RAD52 inh	E-selectin induc	XiGFP reactiv	esBAF inh	ERp5 inh	RAD54 branch	S100A4 inh HTS
O=S(=O)(c1ccccc1F)N1C[C@@H]2N[C@H](C1)C2c1ccc(/C=C/c2ccccc2)cc1 (some centres not stated)	1&-1	74*!	0.8&-0.3	0.0&0.1	/	3&8	/	5&11
Cc1ccccc1-c1nc(SCc2cccnc2)c2c(=O)n(C)c(=O)n(C)c2n1	2	2	-0.1	0.0	-2	3	5	-4
O=c1c(-c2ccc(O)cc2)coc2cc(O)ccc12	-8	-10	-0.1	-0.1	37	-1	2	-1
O=C(O)c1ccccc1C(=O)N1CCN(c2ncccn2)CC1	1	-1	/	0.0	-3	-2	-10	-1
COc1ccc(Cn2nnc3c(=O)[nH]c(C(=O)NCCc4ccc(F)cc4)nc32)cc1OC	2	-9	/	0.1	8	3	0	-5
CCN(CC)C(=O)[C@H]1C[C@H](CC(=O)NCCCn2ccnc2)C(=O)N2CCc3c([nH]c4cc(-c5ccco5)ccc34)[C@]12C	-3	-4	8.8	0.1	-4	0	-3	3
CN(C(=O)COC(=O)CN1C(=O)C2CC=CCC2C1=O)c1ccccc1 (configuration not stated)	-1	-7	?	0.0	-2	4	-7	-2
CC(C)(C)C(=O)NN=C1CCC(c2ccccc2)CC1 (configuration not stated)	0	0	/	0.0	-2	-3	8	-6
C[C@H](CO)N1C[C@H](C)[C@@H](CN(C)Cc2ccc(C(=O)Nc3ccccc3N)cc2)Oc2ccc(NC(=O)Nc3cccc4ccccc34)cc2C1=O	2	0	-9.6	0.0	2	-4	2	35
O=C(NC1CCC1)[C@H]1N[C@H]2c3ccc(-c4cccc(F)c4)c(=O)n3C[C@H]2[C@@H]1CO	-2	-11	0.2	0.3	-1	-1	5	3
CC(C)C(=O)N1CCN(c2ccc(NC(=O)c3ccc([N+](=O)[O-])o3)cc2)CC1	1	-8	-0.1	0.9	/	-3	/	-9

This is a random part of the collection, and some 2.5% of all compounds hit somewhere here.
